Compound activity as filed in PubChem.
CHRM5 antagonist = blocks acetylcholine activation of human M5 receptor; actives 0.59% (n = 360,000); CHO-hM5 cells, Fluo-8 calcium fluorescence, ACh EC80; P08912; inhibition, % at 3 µM;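 active means inhibition above a per-plate cutoff, the mean of that plate's test compounds plus 3 SD, cut at about 27% in these data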;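 further: 0% = acetylcholine EC80 with DMSO and 100% = DMSO without agonist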
M5 PAM = potentiates acetylcholine response at human M5 receptor | P08912 | activation, % at 3 µM | CHO-K1 hM5, Fluo-8 calcium, ACh EC20 PAM; 0% = ACh EC20, 100% = ACh EC100 | actives 0.3% (n = 360,000);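 active means activation above the run cutoff, the mean activation of all test compounds plus 3 SD, cut at about 18% in these data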
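Assay system – human M5 receptor in CHO-K1 cells · Read-out – % activation, ACh-normalized · Technique – Fluo-8 calcium fluorescence · Dosing – single-point, 3 µM nominal · Incubation – Fluo-8 loading 80 min at 37 °C plus 30 min room temperature · Repeats – singlicate, one well per test compound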
CHRM1 PAM = potentiates human M1 receptor response to acetylcholine; P11229; CHO-K1 hM1, Fluo-8 calcium fluorescence, ACh EC20; 0% = ACh EC20, 100% = maximal ACh; activation, % at 3 µM; actives 0.088% (n = 360,000); AID 588819; in the data active means activation above about 19%, passing the limit was not always enough
Target sequence (P11229 whole entry, looked up): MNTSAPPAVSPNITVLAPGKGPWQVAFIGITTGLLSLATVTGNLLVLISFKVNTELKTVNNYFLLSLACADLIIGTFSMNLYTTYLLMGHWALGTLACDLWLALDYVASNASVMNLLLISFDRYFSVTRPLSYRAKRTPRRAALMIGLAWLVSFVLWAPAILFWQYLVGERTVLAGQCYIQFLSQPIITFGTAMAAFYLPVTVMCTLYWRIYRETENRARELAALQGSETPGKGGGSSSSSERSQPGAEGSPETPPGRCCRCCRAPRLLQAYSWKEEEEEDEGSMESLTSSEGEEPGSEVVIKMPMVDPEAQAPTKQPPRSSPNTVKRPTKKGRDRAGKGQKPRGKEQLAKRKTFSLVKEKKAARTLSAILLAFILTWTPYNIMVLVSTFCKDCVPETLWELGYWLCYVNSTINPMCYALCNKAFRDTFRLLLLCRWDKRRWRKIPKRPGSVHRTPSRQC
M4 antag = blocks acetylcholine activation of human M4 receptor. P08173. CHO-hM4 cells, ACh EC80, Fluo-8 calcium fluorescence. inhibition, % at 3 µM. actives 0.73% (n = 360,000). AID 624125;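 active means inhibition above its plate's cutoff, the mean inhibition of sample wells plus 3 SD, cut at about 27% in these data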;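 further: 0% = acetylcholine EC80 with DMSO and 100% = DMSO without agonist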
Target sequence (P08173 whole entry, looked up): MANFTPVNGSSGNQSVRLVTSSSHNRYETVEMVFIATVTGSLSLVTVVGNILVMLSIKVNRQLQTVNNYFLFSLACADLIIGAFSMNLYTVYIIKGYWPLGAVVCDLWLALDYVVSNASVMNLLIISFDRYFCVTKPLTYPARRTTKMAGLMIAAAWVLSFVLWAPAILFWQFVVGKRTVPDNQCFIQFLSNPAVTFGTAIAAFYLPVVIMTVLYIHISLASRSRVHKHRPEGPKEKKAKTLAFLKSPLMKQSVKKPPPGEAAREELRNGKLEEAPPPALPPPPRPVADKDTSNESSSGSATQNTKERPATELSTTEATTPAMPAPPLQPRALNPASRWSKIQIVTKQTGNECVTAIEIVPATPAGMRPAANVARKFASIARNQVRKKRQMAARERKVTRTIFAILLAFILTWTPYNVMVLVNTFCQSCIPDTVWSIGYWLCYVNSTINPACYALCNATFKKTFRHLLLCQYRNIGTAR
CHRM1 agonist = agonists of human M1 muscarinic receptor. P11229. CHO-K1 hM1, Fluo-8 calcium fluorescence, agonist mode; 0% DMSO, 100% acetylcholine EC100. activation, % at 3 µM. actives 0.33% (n = 360,000). AID 588814;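 active means activation above the run's mean compound activation plus 3 SD, cut at about 16% in these data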;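 further: peak over basal fluorescence ratio within a 140 s kinetic read after compound addition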
M1 antag = blocks human M1 muscarinic receptor | CHO-K1 hM1, Fluo-8 calcium fluorescence, ACh EC80 antagonist | inhibition, % at 3 µM | P11229 | actives 1.3% (n = 360,000);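 active means percent inhibition above its own plate's cutoff, namely the mean of that plate's compound wells plus 3 SD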;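 further: peak over basal fluorescence ratio during 140 s after agonist addition; 0% = ACh EC80 plus DMSO and 100% = DMSO alone without agonist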
TAAR1 ag = agonists of human TAAR1 | activation, % at 3 µM | AID 624467 | CHO RD-HGA16 TAAR1, Fluo-8 calcium fluorescence; vehicle wells 0%, saturating PEA agonist 100% | actives 0.99% (n = 360,000) | Q96RJ0;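 active means activation above the mean activation of all test compounds in the run plus 3 SD, cut at about 38% in these data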
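System: CHO-derived RD-HGA16 cells with stable Gα16 and human TAAR1 / Times: 17-24 h plating, Fluo-8 75 min 37 °C, 30 min RT / Technique: calcium-sensitive Fluo-8 signal, excitation 470-495, emission 515-575 nm / Measure: % activation relative to PEA EC100 response / Benchmarks: DMSO and PEA EC100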
M4 ag = agonists of human muscarinic M4 receptor (CHRM4) | P08173 | CHO-K1 hM4/Gqi5, Fluo-8 calcium fluorescence; vehicle 0%, full acetylcholine response 100% | activation, % at 3 µM | actives 0.14% (n = 360,000) | AID 624127;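 active means activation above the run mean over all test wells plus 3 SD, cut at about 32% in these data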;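 further: peak over basal fluorescence ratio per well then scaled between controls; 0% = DMSO wells and 100% = acetylcholine at EC100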
CHRM5 agonist = agonists of human muscarinic M5 receptor (CHRM5). P08912. CHO-K1 hM5 cells, Fluo-8 calcium fluorescence; 0% DMSO wells, 100% maximal acetylcholine response. activation, % at 3 µM. actives 0.19% (n = 360,000);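 active means activation above the run's mean over test compounds plus 3 SD, cut at about 23% in these data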;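 further: signal is peak over basal fluorescence ratio across the kinetic read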
An asterisk follows results filed as active; · = not tested or not shown. This is a subset. The share of hits here may be higher or lower than overall.

no.	Structure	CHRM1 agonist	M1 antag	M4 antag	TAAR1 ag	CHRM5 agonist	M4 ag	CHRM1 PAM	M5 PAM	CHRM5 antagonist
1	Cc1[nH]c(=O)[nH]c(=O)c1S(=O)(=O)Nc1ccc(Cl)c([N+](=O)[O-])c1	-3	0	-3	2	-3	0	0	-6	6
2	COc1ccc(C)cc1S(=O)(=O)N1CCN(C(=O)c2ncoc2-c2ccc(F)cc2)CC1	-1	-8	-11	3	-3	6	12	-4	12
3	Nc1nccnc1C(=O)OCC(=O)Nc1ccc2[nH]c(=O)[nH]c2c1	-2	-12	-8	2	2	1	11	2	-3
4	CCN(CC)S(=O)(=O)c1ccc(NC(=O)c2ccccc2N(C)S(C)(=O)=O)cc1	-4	1	0	5	1	1	-1	-12	18
5	O=C(N/N=C/c1ccco1)C1CC1(c1ccccc1)c1ccccc1 (stereo not drawn)	-6	-6	28*	2	-3	-1	3	-10	11
6	COCCN1C[C@@H](CO)O[C@@H](n2cnc3c(NCCCO)ncnc32)C1	-3	-22	-16	0	0	1	11	-1	-1
7	CCc1ccc(N(CC(=O)NCc2ccco2)C(=O)CCC(=O)Nc2ccccn2)cc1	-4	-11	1	4	1	2	12	1	0
8	O=C(CS(=O)(=O)c1cn(Cc2ccc(Cl)cc2)c2ccccc12)N1CCOCC1	0	-3	-7	9	5	11	1	-6	-6
9	CC(C)NC(=S)N/N=C/c1ccc(C(C)(C)C)cc1	-5	2	-11	-1	-4	-2	0	-4	-3
10	CN(CC(=O)Nc1ccc(S(=O)(=O)N2CCCC2)cc1)Cc1ccc(Cl)cc1Cl	-15	23	3	2	-4	5	-27	-12	19
11	O=C(CC1S/C(=N/N=C/C=C/c2ccccc2)NC1=O)Nc1ccc(Cl)c(Cl)c1 (stereo not drawn)	-3	-13	2	1	0	1	12	1	-4
12	COc1ccnc(-n2cccc2C=O)c1C#N	-5	1	0	·	-2	0	0	-6	18

Record cards (already shown). Values in the order: CHRM1 agonist	M1 antag	M4 antag	TAAR1 ag	CHRM5 agonist	M4 ag	CHRM1 PAM	M5 PAM	CHRM5 antagonist
`Cc1[nH]c(=O)[nH]c(=O)c1S(=O)(=O)Nc1ccc(Cl)c([N+](=O)[O-])c1` in the list: -3	0	-3	2	-3	0	0	-6	6
`O=C(CC1S/C(=N/N=C/C=C/c2ccccc2)NC1=O)Nc1ccc(Cl)c(Cl)c1` (stereo not drawn) in the list: -3	-13	2	1	0	1	12	1	-4

The listing continues.
no.	Structure	CHRM1 agonist	M1 antag	M4 antag	TAAR1 ag	CHRM5 agonist	M4 ag	CHRM1 PAM	M5 PAM	CHRM5 antagonist
13	CCCCn1c(=O)n(CC(O)c2ccccc2)c(=O)c2c1ncn2C1CCCC1 (stereo not drawn)	-4	27	6	10	-4	5	-16	-13	11
14	C/C=C/C(=O)OCC(=O)Nc1ccc(OC)c(OC)c1	-3	-12	2	1	0	1	6	3	3
15	COc1ccccc1N1CCN(CCCNC(=O)Cn2ncc3c([nH]c4ccccc43)c2=O)CC1	-5	-9	-6	0	-8	1	8	7	-14
16	COCCn1cnc2c1c(=O)n(CC(=O)Nc1cc(C)on1)c(=O)n2Cc1ccccc1	-1	-37	4	7	-5	1	6	-3	-1
17	O=C(c1cc([N+](=O)[O-])cc([N+](=O)[O-])c1)N(Cc1nnc(-c2ccccc2Cl)o1)C1CC1	-5	2	-7	1	2	8	-2	5	9
18	COc1ccc(CC(=O)Nc2cccc(S(=O)(=O)N3CCCCC3)c2)cc1	-3	4	2	4	1	5	4	-1	3
19	Cc1ccccc1S(=O)(=O)NC(=O)C1(C)CCN1C(=O)COc1ccc(Cl)cc1 (stereo not drawn)	-2	-4	4	2	0	0	1	-2	6
20	COCCN1C(=O)COc2ccccc2C1C(=O)Nc1ccc2c(c1)OCCO2 (stereo not drawn)	·	·	1	6	1	0	·	-8	9
21	CC(C)(C)c1ccc(/C=C(\C#N)C(=O)Nc2ccccn2)cc1	-3	18	-5	1	-3	0	-6	-4	7
22	Cc1ccc(/C=N/NC(=O)c2c(-c3ccccc3)noc2C)o1	-2	-8	-3	4	-5	0	2	-7	6
23	Cc1nc2ccc(NC(=O)CCS(=O)(=O)c3ccc(Cl)cc3)cc2s1	-4	1	-10	0	2	15	-7	-15	20
24	Nc1nc(Nc2cccc(Cl)c2)n[nH]1	-2	4	7	0	-6	1	0	0	-7
25	C/C=C1\NC(=O)[C@H](C)NC(=O)[C@@H](NC(=O)[C@@H](Cc2ccc(O)cc2)NC(=O)[C@@H](NC(=O)/C(C)=C/C)C(C)C)[C@@H](C)OC(=O)[C@H](CCCCc2ccc(O)cc2)NC(=O)[C@@H](CCC(=O)OC)NC1=O	0	-31	-5	0	1	1	8	4	-2
26	CN(C)C(=S)NC1CCS(=O)(=O)C1 (stereo not drawn)	-6	2	-4	11	-2	0	5	-1	-1
27	CCOC(=O)c1ccc(NC(=O)CN(C)S(=O)(=O)c2ccc(OC)cc2)cc1	-1	0	-2	14	3	15	-1	-12	19
28	COc1cc2c(cc1OC)C(c1cccc(C)c1)CC(=O)N2 (stereo not drawn)	-7	-9	-10	3	-2	1	6	-1	5
29	Cn1c(=O)c2c(ncn2CC(=O)OCC(=O)Nc2cccc(C#N)c2)n(C)c1=O	-2	-7	-7	3	1	1	5	0	6
30	O=C(COc1ccccc1Cl)NCCCNC(=O)c1cnccn1	-3	-12	5	-1	-4	1	10	3	5
31	COc1ccc(N(CC(=O)N2CCc3ccccc3C2)S(=O)(=O)c2c(C)nn(C)c2C)cc1	-9	-20	-19	4	-2	6	21	-5	-7
32	COc1ccc(NC(=O)c2ccc(-c3ccc(C)c4ccccc34)o2)cc1	-9	12	3	8	-2	-1	-3	1	10
33	O=C(CCC1CCCC1)NCc1cccs1	-5	4	21	4	-2	0	-4	2	-1
34	COCCNc1ncnc2c1ncn2[C@H]1CN(Cc2ccccc2)C[C@@H](CO)O1	-2	-4	-1	3	1	0	2	3	-5
35	COc1ccc(CCNC(=O)CCc2cc(OC)c(OC)c(OC)c2)cc1	-4	-5	-1	2	-1	1	-1	2	7
36	Nc1cc(=O)[nH]c(SCC(=O)Nc2ccccc2Sc2ccc(Cl)cc2)n1	-4	-3	9	0	0	3	7	-8	14

Filtered by structure: those above containing a Cl atom
no.	Structure	CHRM1 agonist	M1 antag	M4 antag	TAAR1 ag	CHRM5 agonist	M4 ag	CHRM1 PAM	M5 PAM	CHRM5 antagonist
1	Cc1[nH]c(=O)[nH]c(=O)c1S(=O)(=O)Nc1ccc(Cl)c([N+](=O)[O-])c1	-3	0	-3	2	-3	0	0	-6	6
8	O=C(CS(=O)(=O)c1cn(Cc2ccc(Cl)cc2)c2ccccc12)N1CCOCC1	0	-3	-7	9	5	11	1	-6	-6
10	CN(CC(=O)Nc1ccc(S(=O)(=O)N2CCCC2)cc1)Cc1ccc(Cl)cc1Cl	-15	23	3	2	-4	5	-27	-12	19
11	O=C(CC1S/C(=N/N=C/C=C/c2ccccc2)NC1=O)Nc1ccc(Cl)c(Cl)c1 (stereo not drawn)	-3	-13	2	1	0	1	12	1	-4
17	O=C(c1cc([N+](=O)[O-])cc([N+](=O)[O-])c1)N(Cc1nnc(-c2ccccc2Cl)o1)C1CC1	-5	2	-7	1	2	8	-2	5	9
19	Cc1ccccc1S(=O)(=O)NC(=O)C1(C)CCN1C(=O)COc1ccc(Cl)cc1 (stereo not drawn)	-2	-4	4	2	0	0	1	-2	6
23	Cc1nc2ccc(NC(=O)CCS(=O)(=O)c3ccc(Cl)cc3)cc2s1	-4	1	-10	0	2	15	-7	-15	20
24	Nc1nc(Nc2cccc(Cl)c2)n[nH]1	-2	4	7	0	-6	1	0	0	-7
30	O=C(COc1ccccc1Cl)NCCCNC(=O)c1cnccn1	-3	-12	5	-1	-4	1	10	3	5
36	Nc1cc(=O)[nH]c(SCC(=O)Nc2ccccc2Sc2ccc(Cl)cc2)n1	-4	-3	9	0	0	3	7	-8	14

The results go on:
no.	Structure	CHRM1 agonist	M1 antag	M4 antag	TAAR1 ag	CHRM5 agonist	M4 ag	CHRM1 PAM	M5 PAM	CHRM5 antagonist
37	CCc1nc(SCC(=O)N2CCCC2)c2c(=O)n(C)c(=O)n(C)c2n1	-5	-6	3	2	-3	3	8	2	3
38	Cc1ccc(C(=O)N/C(=C\c2ccc(-c3ccc(Br)cc3)o2)C(=O)NCCCN(C)C)cc1	-10	-2	-1	19	-7	0	4	-4	14
39	CC1(C(=O)NS(=O)(=O)c2ccc(Br)cc2)CCN1C(=O)Cc1cccs1 (stereo not drawn)	-3	-19	-10	1	1	0	12	-4	2
40	CCC(=O)NN1CCc2cc3ccc(C)cc3nc21	-1	-9	-12	0	-2	0	4	0	3
41	CC(C)C12CN3CC(C(C)C)(CN(C1)C3c1ccc([N+](=O)[O-])o1)C2=O (stereo not drawn)	-4	-4	3	5	0	0	4	-2	8
42	CC1(C(=O)NCc2ccccc2)CN(S(C)(=O)=O)CC(=O)N1CCc1ccc(O)cc1 (stereo not drawn)	·	·	-2	5	2	2	·	-1	-4
43	Cc1cnn(C(=O)c2cc(-c3ccccn3)nc3ccc(Cl)cc23)c1	-3	5	-6	2	1	0	4	6	1
44	C/C(=N\Nc1ccccc1)c1cccc(N)c1	3	-13	1	-1	3	1	22	2	11
45	Cc1ccc(S(=O)(=O)Cn2nnnc2C(CC(C)C)N2CCN(c3ccc(F)cc3)CC2)cc1 (stereo not drawn)	-2	-5	10	5	-3	0	2	5	-3
46	COc1ccc(C=NOCC(=O)OCC(=O)Nc2ccc(OC)cc2)cc1	1	-3	2	6	4	7	2	0	1
47	CCN(CC)CCn1c2c(c(SCC(=O)Nc3cc(C)on3)nc1=O)CCCC2	-8	2	-7	6	-7	1	-4	-3	0
48	Cc1ccc(NC(=O)c2ccc(OC(=O)COc3cccc(Cl)c3)cc2)cc1	-6	-8	2	1	-4	0	4	-1	5
49	CCOc1ccc2nc(SCC(=O)NC3CC3)sc2c1	1	-8	-3	2	0	5	6	-4	8
50	O=C(CNC(=O)COc1ccccc1)NCc1cccnc1	0	-10	-6	0	2	1	12	8	-10
51	CCCS(=O)(=O)Nc1cccc(-c2ccc3nnc(C)n3n2)c1	-5	-3	-8	0	3	2	6	3	-10
52	CCOc1ccc(C(=O)NC(=S)N(Cc2ccccc2)Cc2ccccc2)cc1	-7	3	-3	0	-7	-2	-5	0	4
